AmpC det inh: inhibitors of E. coli AmpC beta-lactamase with detergent | 71,000 compounds, 0.09% hits | Potency, µM (titrated, usually from 28.7 µM), without a hit: top-dose activity change, negative = inhibition | purified AmpC, nitrocefin hydrolysis with detergent; active = well fitted curve in the direction sought with a large enough effect
Target sequence (P00811 whole entry, looked up): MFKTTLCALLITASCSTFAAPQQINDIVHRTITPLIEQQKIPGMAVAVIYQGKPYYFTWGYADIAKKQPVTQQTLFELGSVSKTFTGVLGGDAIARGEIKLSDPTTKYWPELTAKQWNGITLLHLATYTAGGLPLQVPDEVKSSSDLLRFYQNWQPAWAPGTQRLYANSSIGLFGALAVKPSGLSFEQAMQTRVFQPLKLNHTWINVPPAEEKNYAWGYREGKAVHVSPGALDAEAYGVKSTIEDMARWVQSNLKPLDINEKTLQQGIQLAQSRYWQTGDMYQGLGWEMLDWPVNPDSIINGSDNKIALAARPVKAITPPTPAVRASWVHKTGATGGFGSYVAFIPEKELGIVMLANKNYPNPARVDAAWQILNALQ
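E. coli AmpC (5.3 nM) in 20 mM phosphate pH 7.0 with 0.01% Triton X-100, preincubated 15 min RT with compound; nitrocefin (2 uL of 800 uM stock) hydrolysis followed by 480 nm absorbance every 20 s over 4 min.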
Active calls of the source: *; [ ] = dose if it differs, or a comment. % is set by controls: 0 for no effect and ±100 for the full control effect; potency is the fitted concentration of half-maximal effect. Not all compounds are listed; rates above refer to the full screens.

The opening four records as a preview:
SMILES | AmpC det inh
CCC(=O)Oc1ccc2c(C)cc(=O)oc2c1C | 3%
O=C(Nc1ccc2ccccc2c1)[C@@H]1C[C@H]1[C@@H](NP(=O)(c1ccccc1)c1ccccc1)c1ccccc1 | 0%
CN1CCN(C(=O)c2cc(-c3cccc(Cl)c3)on2)CC1 | -5%
COc1ccccc1NC1=C(C)C(=O)CC1 | -4%

This part in full, previewed entries included:
SMILES | AmpC det inh
CCC(=O)Oc1ccc2c(C)cc(=O)oc2c1C | 3%
O=C(Nc1ccc2ccccc2c1)[C@@H]1C[C@H]1[C@@H](NP(=O)(c1ccccc1)c1ccccc1)c1ccccc1 | 0%
CN1CCN(C(=O)c2cc(-c3cccc(Cl)c3)on2)CC1 | -5%
COc1ccccc1NC1=C(C)C(=O)CC1 | -4%
COC(=O)CSc1nsc(SCC(=O)OC)c1C#N | -6%
O=C(O)c1cc(-c2ccc3c(c2)OCO3)nc2ccccc12 | -3%
Cc1c(C(=O)Nc2cccc3cccnc23)oc2ccccc12 | -2%
CCOC(=O)C1=C(C)N(C)C(C)=C(C(=O)OCC)C1c1ccccn1 | 10%
O=C(CCCCCn1c(=S)[nH]c2cc3c(cc2c1=O)OCO3)N1CCN(C(=O)c2ccco2)CC1 | -2%
O=C(NCC1COc2ccccc2O1)C1CCN(S(=O)(=O)c2cccc3nsnc23)CC1 (configuration not stated) | -2%
CCN(CC)S(=O)(=O)c1ccc2c(c1)c(=O)c(C(=O)NCCN(C)CCc1ccccc1)cn2C | 31%
COc1ccc(C(=O)N2CCOCC2)cc1Br | -1%
O=C(Cn1c(S(=O)(=O)Cc2ccccc2)nc2ccccc21)N1CCCCC1 | 11%
CC(C)C(NCc1c(Cl)cccc1Cl)C(=O)O (configuration not stated) | 0%
CC(C)NS(=O)(=O)c1ccc(OCC(=O)N2CCN(C)CC2)cc1 | 12%
CC(C)CC(c1nnnn1CC1CCCO1)N1CCN(C2CCCC2)CC1 (configuration not stated) | 8%
CCCCn1c(Oc2ccc(C(=O)OC)cc2)nc2c1c(=O)n(C)c(=O)n2C | 1%
COc1cc(Cl)cc(C#N)c1OCC(=O)O | -6%
CCOC(=O)Cc1csc(NC(=O)c2ccc(Br)s2)n1 | -3%
O=C(O)C1C2CCC(O2)C1C(=O)Nc1cccc(F)c1 (configuration not stated) | -2%
COCc1nnc(NC(=O)CCCCCN2C(=O)c3ccccc3C2=O)s1 | -3%
Nc1ccc(Sc2nnnn2-c2ccccc2)c(Cl)c1 | -5%
O=C(NC1CCCC1)C1C2C=CC(C2)C1C(=O)N1CCOCC1 (configuration not stated) | -3%
COc1ccc(CNC(=O)C(c2cccs2)N(C(=O)c2csnn2)C2CC2)cc1 (configuration not stated) | -4%
CCOC(=O)c1cccc(NC(=O)CCn2nnc3ccccc32)c1 | -7%
CCC(=O)N1CCN(c2ccc(Cl)cc2NC(=O)c2ccc(Br)o2)CC1 | 30%
COc1ccccc1N1CCN(C(=O)c2ccc3nc(-c4ccco4)c(-c4ccco4)nc3c2)CC1 | 4%
CS(=O)(=O)Nc1ccccc1C(=O)c1ccccc1 | -1%
Nn1c(SCC(=O)NCc2ccccc2)nnc1C1CC1 | -1%
CCOC(=O)C1CCN(C(=O)c2ccc3c(c2)OCO3)CC1 | 14%
Cc1ccc(-c2nc(N)n(S(C)(=O)=O)n2)cc1 | 8%
CC1CCCC(C)N1C(=O)CN1C(=O)C(C)(C)Oc2ccc(C(=O)NC3CCCCC3)cc21 (configuration not stated) | -1%
O=C(CN1C(=O)c2ccccc2C1=O)OCC(=O)N1CCc2ccccc2C1 | 0%
CC(C)c1cc(C(=O)Nc2ccc3c(c2)OCO3)no1 | 4%
COc1ccc(CC(=O)Nc2oc(-c3ccccc3)c(-c3ccccc3)c2C#N)cc1OC | -4%
CCOC(=O)CSc1nnc(-c2ccc(S(=O)(=O)N3CCC(C)CC3)cc2)o1 | -3%
Cc1nn(Cc2ccc(Cl)cc2Cl)c(C)c1NC(=O)c1nc2n(n1)C(C(F)F)CC(C)N2 (configuration not stated) | 12%
CC(=O)c1ccc(N2CCN(C(=O)CCS(=O)(=O)c3ccc(C)cc3)CC2)cc1 | -2%
O=C(N1CCOCC1)N1CCN(c2nc(-c3ccccc3)cs2)CC1 | -1%
COc1ccc(N2C(=O)C3CCCN3C2c2ccc(C)cc2)cc1Cl (configuration not stated) | 0%
O=C(Cc1c(C(=O)O)[nH]c2ccc(Cl)cc12)Nc1ccc2c(c1)OCCO2 | -1%
O=C(NCc1ccccc1)NC1(C(=O)Nc2ccc3c(c2)OCCO3)CCCCC1 | -1%
CCCCOc1ccc(CC2C(=O)N(C)C(=O)N(C)C2=O)cc1 | 0%
Cc1sc2ncn(CC(=O)NCCCC(=O)N3CCN(c4ncccn4)CC3)c(=O)c2c1C | -6%
COc1cc2c(cc1O)C[C@H]1c3c(cc(OC)c(O)c3-2)CCN1C | 1%
Nc1cc(=O)[nH]c(SCc2cccc(Cl)c2)n1 | -3%
Cc1ccc2c(c1)N(CCC(=O)NCC1COc3ccccc3O1)C(=O)CO2 (configuration not stated) | -3%
COc1ccc(-n2c(SCC(=O)Nc3cc(C)on3)nc3ccc(O)cc3c2=O)cc1OC | -5%
CCN(CC)C(=O)COc1cccc2ccccc12 | 25%
CCC1SC(=NC(=O)c2ccc(Cl)c(Cl)c2)NC1=O (configuration not stated) | 10%

An excerpt of these results, field by field:
O=C(CN1C(=O)c2ccccc2C1=O)OCC(=O)N1CCc2ccccc2C1
- AmpC det inh: 0%
CC(C)c1cc(C(=O)Nc2ccc3c(c2)OCO3)no1
- AmpC det inh: 4%

New compounds follow
SMILES | AmpC det inh
Cc1csc(N2CCc3ccccc32)n1 | -3%
CCC(C)Sc1nc2c(c(=O)[nH]c(=O)n2C)n1CC(O)COc1cccc2ccccc12 (configuration not stated) | 6%
Cc1cc(C)cc(OCC(=O)NCC2CCCO2)c1 (configuration not stated) | 9%
Cc1cc(=O)n2nc(N3CCC(C(=O)NCCC4=CCCCC4)CC3)sc2n1 | 8%
COC(=O)c1cccc(NC(=O)C(C)N2C(=O)c3ccccc3C2=O)c1 (configuration not stated) | 0%
COc1ccc(O)c(-c2[nH]ncc2C(=O)c2ccccc2)c1 | 0%
COc1cccc(OCC(O)CN2CC(C)CC(C)C2)c1 (configuration not stated) | -2%
CCc1ccc(NC(=O)c2cc(C)on2)cc1 | -4%
O=C(CN1CCN(C2CCCCC2)CC1)Nc1ccccc1N1CCCCC1 | 14%
Cc1ccc(N(C(C)C(=O)O)S(=O)(=O)c2c(C)[nH]c(=O)[nH]c2=O)cc1 (configuration not stated) | 15%
CCCCc1ccc(C(=O)NC(C(=O)O)C(C)C)cc1 (configuration not stated) | -2%
Cc1cc2cc(CN(CCCN3CCOCC3)C(=O)NC3CCCCC3)c(=O)[nH]c2cc1C | 8%
Cc1cc(C)n(-c2nc3c(c(=O)[nH]c(=O)n3C)n2CCc2ccccc2)n1 | 1%
COc1ccc([N+](=O)[O-])cc1N | 9%
CC(=O)NC(C)c1nc2ccccc2n1Cc1ccccc1F (configuration not stated) | -2%
O=C(N1CCN(c2ccccn2)CC1)N1c2ccccc2Sc2ccccc21 | 4%
O=C(CCCC(=O)N(CC(=O)NC1CCCCC1)CC1CCCO1)Nc1ccccn1 (configuration not stated) | -1%
CC(C)NC(=O)c1ccc2c(c1)N(CC(=O)N1CCOCC1)C(=O)C(C)(C)O2 | -5%
COC(=O)c1cccc(NC(=O)CSc2nnc(COc3ccccc3)n2C)c1 | -3%
CCCCC(=O)Nc1nn(C)c2nc3c(C)cccc3cc12 | -6%
CCN1CCCC1CNC(=O)c1cc2c(C)nc3ccccc3c2o1 (configuration not stated) | -2%
CC1=NOC2(C1)/C(=N/O)CCC/C2=N\O (configuration not stated) | -4%
C=CCCN1C[C@@H]2C[C@H](C1)c1cccc(=O)n1C2 | 2%
CC(=O)Nc1cc2c(nc1C)nc(C)n2Cc1ccc(Br)cc1 | -6%
CC(C)(C)c1nnc(NC(=O)C2CCN(c3ncccn3)CC2)s1 | -3%
CCc1sc(NC(=O)COC)nc1-c1ccccc1 | -3%
CC(C)Cn1c(SCC(=O)NC(=O)Nc2ccc3c(c2)OCCO3)nc2ccccc2c1=O | -3%
CCNC(=O)NC(=O)CSc1cccc(C(F)(F)F)c1 | -1%
COC(=O)c1ccc(C(=O)OC)c(NC(=O)CN2CCN(c3ccccc3OC)CC2)c1 | 4%
C=CCN(C(=O)CNC(=O)c1ccco1)C(C(=O)NC1CCCCC1)c1ccccc1 (configuration not stated) | -3%

3 compounds already listed, sorted by length of the SMILES, descending.
SMILES | AmpC det inh
CC(C)(C)c1nnc(NC(=O)C2CCN(c3ncccn3)CC2)s1 | -3%
CCNC(=O)NC(=O)CSc1cccc(C(F)(F)F)c1 | -1%
CCc1sc(NC(=O)COC)nc1-c1ccccc1 | -3%

(cont.)
SMILES | AmpC det inh
COc1cccc(CC(=O)Nc2nccs2)c1 | -2%
O=C1CCC(=O)N1CCOP1(=O)COc2ccccc2OC1 | 12%
O=C(C1CCN(S(=O)(=O)c2ccccc2)CC1)N(CCc1ccccc1)Cc1ccco1 | 10%
Cc1cc(NC(=O)Cc2cccs2)no1 | -5%
CCOc1ccc(OCC)c(NC(=O)C2CCCN(S(=O)(=O)c3cnc[nH]3)C2)c1 (configuration not stated) | 6%
COCCn1nnnc1C(c1ccccn1)N1CCN(c2cc(C)ccc2C)CC1 (configuration not stated) | 10%
Cc1cccc(NC2(C(F)(F)F)N=C3SCCN3C2=O)n1 (configuration not stated) | -5%
Cc1ccc(NC(=O)/C(CN(C)C)=N\O)cc1 | 0%
CCCCCCn1c(N2CCN(c3ccccc3)CC2)nc2c1c(=O)[nH]c(=O)n2C | -3%
COc1ccc(CSc2nnc(C)n2N)cc1 | -3%
O=C1NCN(c2ccccc2)C12CCN(CCCOc1ccc(F)cc1)CC2 | 2%
COC(=O)C1C(C(C)C)N(c2ccccc2)OC1(C)O (configuration not stated) | 6%
CCS(=O)(=O)N1CCC(C(=O)Nc2cccc(C(C)=O)c2)CC1 | -6%
CCn1c(SCC(=O)N2CCc3ccccc3C2)nc2c1c(=O)n(C)c(=O)n2C | 7%
CCOC(=O)c1oc2ccc(CNCCO)c(Cl)c2c1C | 3%
CCN(CC)S(=O)(=O)c1ccc(C2CNC(=O)C2)cc1 (configuration not stated) | 3%
CC(C(=O)NCc1ccccc1)N(CCN1CCOCC1)C(=O)c1snc(C(N)=O)c1N (configuration not stated) | 9%
Cc1nn(CCO)c(C)c1Oc1ccccc1O | -2%
COc1ccc(NC(=O)CSc2nnc(-c3ccccc3C)n2C)cc1 | 0%
Cc1oc(C2CC2)cc1C(=O)O | -1%
CC[C@@H]1OC(=O)[C@H](C)[C@H](O[C@@H]2C[C@](C)(OC)[C@H](O)[C@H](C)O2)[C@H](C)[C@H](O[C@@H]2O[C@@H](C)C[C@@H](N(C)C)[C@@H]2O)[C@](C)(O)C[C@H](C)C(=NOCOCCOC)[C@H](C)[C@H](O)[C@]1(C)O | -5%[12.8 µM]
Oc1ccc(Cl)cc1Sc1cc(Cl)ccc1O | -3%[5.75 µM]
O=C(c1nc2nc(-c3ccccc3)cc(C(F)(F)F)n2n1)N1CCCCC1 | -1%
O=C(O)c1cc(S(=O)(=O)Nc2ccc3c(c2)OCCO3)c(Cl)cc1Cl | 10%
CCOC(=O)c1nn(-c2ccccc2)c(C(=O)OCC)c1N | -6%
CC(C)(Oc1ccc(Cl)cc1)C(=O)NC1CCSC1=O (configuration not stated) | -6%
Cc1cccc(N2C(=O)CC(N3CCN(Cc4ccc5c(c4)OCO5)CC3)C2=O)c1 (configuration not stated) | 12%
Cc1ccc(S(=O)(=O)CCC(=O)OCC(=O)Nc2ncc(Cl)cc2Cl)cc1 | 10%
O=C(Nc1cccc(F)c1)N1CCC2(CC1)CCN(C(=O)c1cccc(F)c1)CC2 | 0%
O=c1[nH]c2ccc(S(=O)(=O)N3CCN(Cc4ccccc4)CC3)cc2[nH]c1=O | 0%
COC(=O)c1[nH]c2ccc(C)cc2c1NC(=O)CCN1CCN(C2CCCCC2)CC1 | -1%
Cc1ccc(C2(C)NC(=O)N(CC(=O)NC(=O)NCCC(C)C)C2=O)cc1 (configuration not stated) | -2%
COc1ccc(NC(=O)CSc2nnc(C3CC3)n2N)cc1 | 1%
O=C(c1ccc(C#Cc2ccccc2)o1)N1CCN(c2ccccn2)CC1 | -6%
COC(=O)C1=CN(CCCN2CCCC2=O)C=C(C(=O)OC)C1c1cccs1 | 0%
O=C(OCCOc1ccccc1Cl)c1ccc(-n2cnnn2)cc1 | -4%
c1ccc2c(c1)C(=NCC1CCCO1)NC2=NCC1CCCO1 (configuration not stated) | 10%
COc1ccc(C(=O)CSc2nnc(CNc3nc(-c4ccccc4)cs3)n2C)cc1 | 0%
c1cncc(-c2ccc3ncnc(NC4CCNCC4)c3c2)c1 | 11%
COc1ccc(Cl)cc1Nc1nc(C)cc(=O)[nH]1 | -4%

Reformatted as a markdown table: entries from further up
| mol | AmpC det inh |
| --- | --- |
| CCN(CC)S(=O)(=O)c1ccc(C2CNC(=O)C2)cc1 (configuration not stated) | 3% |
| CC(C(=O)NCc1ccccc1)N(CCN1CCOCC1)C(=O)c1snc(C(N)=O)c1N (configuration not stated) | 9% |
| Cc1nn(CCO)c(C)c1Oc1ccccc1O | -2% |
| COc1ccc(NC(=O)CSc2nnc(-c3ccccc3C)n2C)cc1 | 0% |

Other compounds
SMILES | AmpC det inh
COC(=O)Nc1ccc(S(=O)(=O)N2CCN(c3ccc(F)cc3)CC2)cc1 | -3%
CC1CCN(CCNC(=O)c2ccc3c(=O)n(CCc4ccccc4)c(=O)[nH]c3c2)CC1 | -2%
c1ccc2c(c1)ncn2Cc1nnc2sc(-c3ccncc3)nn12 | -4%
CO[Si](CCCNCCC[Si](OC)(OC)OC)(OC)OC | 10%

Screening data as filed in PubChem BioAssay.
